# Compound activity: PubChem BioAssay, National Center for Advancing Translational Sciences (NCATS)
# KDM5B inhibitor: blocks human KDM5B histone demethylase activity; KDM5B demethylase, FDH-coupled NADH fluorescence (FDH is formaldehyde dehydrogenase); Potency, µM (doses to about 57.7 µM), for inactives: top-dose activity change, negative = inhibition, actives largely listed as inhibitors; actives 2.6% (n = 220,000); AID 1347165; active = well fitted inhibition curve with a large enough effect; inconclusive = small, poorly fitted or top-dose-only effect; inactive = no such curve, though single readings can be large or run the other way; also: 0% is about no effect; nearly all actives have a fitted effect of over 70% in size
# Target sequence (Q9UGL1 whole entry, looked up): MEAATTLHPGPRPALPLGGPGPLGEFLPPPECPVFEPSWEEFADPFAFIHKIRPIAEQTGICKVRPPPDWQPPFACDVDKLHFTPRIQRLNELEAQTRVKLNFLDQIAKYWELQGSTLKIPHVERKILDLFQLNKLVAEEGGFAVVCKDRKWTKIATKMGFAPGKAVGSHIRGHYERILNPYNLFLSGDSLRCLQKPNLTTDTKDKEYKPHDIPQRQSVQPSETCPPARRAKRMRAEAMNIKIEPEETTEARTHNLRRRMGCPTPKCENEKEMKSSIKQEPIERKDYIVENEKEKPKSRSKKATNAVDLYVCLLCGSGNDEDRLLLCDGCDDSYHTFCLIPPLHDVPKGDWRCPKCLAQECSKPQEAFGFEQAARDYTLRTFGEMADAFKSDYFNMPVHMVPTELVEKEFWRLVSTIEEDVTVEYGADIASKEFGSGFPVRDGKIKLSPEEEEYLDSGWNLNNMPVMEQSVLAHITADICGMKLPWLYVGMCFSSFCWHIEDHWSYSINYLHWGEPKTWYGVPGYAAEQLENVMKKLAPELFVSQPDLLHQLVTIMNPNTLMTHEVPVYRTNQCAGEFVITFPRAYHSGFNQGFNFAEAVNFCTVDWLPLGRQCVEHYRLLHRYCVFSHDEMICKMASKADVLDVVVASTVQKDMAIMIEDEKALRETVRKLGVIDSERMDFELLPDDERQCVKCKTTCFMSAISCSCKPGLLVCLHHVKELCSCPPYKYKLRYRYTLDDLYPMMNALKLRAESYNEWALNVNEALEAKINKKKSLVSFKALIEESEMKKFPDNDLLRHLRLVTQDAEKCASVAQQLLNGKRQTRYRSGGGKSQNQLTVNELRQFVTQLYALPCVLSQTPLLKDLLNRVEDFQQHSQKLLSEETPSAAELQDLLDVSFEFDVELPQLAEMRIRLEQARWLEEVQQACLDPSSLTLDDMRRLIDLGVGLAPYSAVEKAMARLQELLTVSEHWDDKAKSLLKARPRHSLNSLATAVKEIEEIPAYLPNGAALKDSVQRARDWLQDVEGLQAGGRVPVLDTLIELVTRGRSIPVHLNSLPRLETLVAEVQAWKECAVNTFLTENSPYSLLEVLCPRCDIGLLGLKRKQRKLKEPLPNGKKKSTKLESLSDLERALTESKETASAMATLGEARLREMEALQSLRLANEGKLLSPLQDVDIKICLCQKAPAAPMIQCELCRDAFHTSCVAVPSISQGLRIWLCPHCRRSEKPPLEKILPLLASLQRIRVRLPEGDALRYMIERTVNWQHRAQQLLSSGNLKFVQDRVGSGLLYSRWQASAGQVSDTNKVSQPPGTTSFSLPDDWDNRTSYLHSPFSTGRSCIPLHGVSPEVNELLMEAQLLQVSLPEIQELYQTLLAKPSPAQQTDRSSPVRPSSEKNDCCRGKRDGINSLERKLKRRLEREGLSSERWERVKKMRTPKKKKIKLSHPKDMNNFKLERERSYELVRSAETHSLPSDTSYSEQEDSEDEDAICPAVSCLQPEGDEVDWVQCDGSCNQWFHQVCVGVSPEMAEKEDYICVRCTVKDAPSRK
#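 Measured: NADH fluorescence change, 30 min, RT. System: KDM5BΔAP 200 nM final, H3K4me3 peptide, α-KG, Fe(II), ascorbate, NAD⁺ plus FDH, pH 7.5 HEPES. Compounds: titrated, 10 min pre-incubation with enzyme.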
# * marks the source's active call; other numbers are inactive results; ? = inconclusive; & = joins results of further samples; [ ] = another dose, or the depositor's remark. Potency is read from the fitted curve at half-maximal effect. Not all compounds are listed, so the mix of outcomes need not match the whole.
SMILES,KDM5B inhibitor
CCc1ccc2[nH]cc(S(=O)(=O)c3ccc(C(C)C)cc3)c(=O)c2c1,-18%
COCCCNCc1c2ccccc2c(Cl)c2ccccc12,?
Cc1noc(NC(=O)CSc2nccn2-c2cccc(C)c2C)n1,12%
CNC(=O)c1ccc2nc(Cc3ccccc3)oc2c1,-16%
CC(=O)N1Cc2ccccc2CC2(CCN(CC3CCNC3)CC2)C1 (centres undefined),-15%[149 µM]
CC(C)c1nc2c(c(-c3ccc(O)cc3)n1)CN(Cc1ccc(F)cc1)CC2,-32%
CCOC(=O)C(=O)NNC(=O)OC,11%
Cc1cc(=O)n(Cc2c(F)cccc2Cl)c2c1c(C)nn2-c1cccc(F)c1,-1%
Cc1cccc(C)c1-n1nnnc1SCC(=O)N(Cc1ccco1)C1=CCCCC1,-3%
COCc1nc(N(C)Cc2ccccc2)ncc1C(=O)O,?
CCOc1ccc(CCNC(=O)C(C)n2nc(C)n3c(cc4occc43)c2=O)cc1OCC (centres undefined),0%
Cc1ccc2c(CN3CC(C)CC(C)C3)cc(=O)oc2c1C (centres undefined),-2%
O=C1CC(c2ccccc2)N(C(=O)CCc2ccccc2)CCCCCCN1 (centres undefined),25%
CCOCc1nc(C2CCCN(C(=O)c3ccco3)C2)no1 (centres undefined),5%
Cc1ccc(NC(=O)N2CCN(c3nnc(C)c4c(C)n(-c5ccccc5)nc34)CC2)cc1Cl,-5%
O=C(c1ccc(C(F)(F)F)cc1)N1CCC(N2CC3CC(C2)[C@H]2CCCC(=O)N2C3)CC1 (some centres undefined),-3%
N#Cc1ccc(COC(=O)c2cccc3cccnc23)cc1,11%
COc1ccccc1OCC(=O)O/N=C(\N)c1ccccn1,6%
COc1ccc(C(=O)N2CCCN(C(=O)C3CC3)C(c3ccccc3)CC(=O)NCC2)cn1 (centres undefined),11%
O=C1NCc2ccccc2CC12CCN(Cc1ccc(Br)s1)CC2,-1%[115 µM]

# 6 entries drawn at random from the list so far:
SMILES,KDM5B inhibitor
COc1ccc(C(=O)N2CCCN(C(=O)C3CC3)C(c3ccccc3)CC(=O)NCC2)cn1 (centres undefined),11%
COCCCNCc1c2ccccc2c(Cl)c2ccccc12,?
O=C1CC(c2ccccc2)N(C(=O)CCc2ccccc2)CCCCCCN1 (centres undefined),25%
Cc1cc(=O)n(Cc2c(F)cccc2Cl)c2c1c(C)nn2-c1cccc(F)c1,-1%
Cc1cccc(C)c1-n1nnnc1SCC(=O)N(Cc1ccco1)C1=CCCCC1,-3%
N#Cc1ccc(COC(=O)c2cccc3cccnc23)cc1,11%

# Going on with the list:
SMILES,KDM5B inhibitor
CC1=C[C@@H](CNC(=O)c2cncnc2)[C@H](C(C)C)C[C@H]1CC(=O)NC1CCCC1,23%[86.2 µM]
CSCC(=O)Nc1nc2c(s1)C[C@]1(C)CC[C@@H]3[C@H](OC(=O)[C@H]3C)[C@H]1[C@@H]2C,8%[86.2 µM]
COc1ccc(Cl)cc1NC(=O)C1CCN(c2nccnc2Oc2ccccc2C)CC1,-23%
CCC(C)(C)NC(=O)/C=C/c1cc(OC)c(OC)c(OC)c1,?
CC1CCC(NC(=O)CCCc2ccccc2)CC1 (centres undefined),-7%
O=C1N[C@H](CC(=O)N2CCN(Cc3ccccc3Cl)CC2)C(=O)Nc2ccccc21,-16%
O=C(c1ccc2c(c1)N(Cc1cccc(Cl)c1)C(=O)c1ccccc1S2(=O)=O)N1CCCCCC1,-18%
CCN(CC)c1ccc(-c2nnc(SCCCn3c(=O)c4c(ncn4C)n(C)c3=O)o2)cc1,-11%
COc1ccccc1C(=O)NCC1COc2ncncc2C(=O)N1Cc1ccccc1 (centres undefined),?
O=C(NCc1ccccc1)N1CCCCC1c1nc(-c2cnccn2)n[nH]1 (centres undefined),1%
COc1ccc(-c2nnc(SCC(=O)N(C)C3CCCCC3)o2)cc1,16%
CCCn1c(CSc2nnc(C3CC3)n2C2CC2)nc2cc(S(=O)(=O)N(C)C)ccc21,15%
CC1CCCCN1CCNC(=O)c1ccc(Cn2c(SCc3ccccc3)nc3cccnc32)cc1 (centres undefined),?
CCN1CC(C(=O)NCc2nn(C)c3cccc(Cl)c23)CC1=O (centres undefined),-17%
COc1cccc2c(C)nc(Nc3nc(C)c(Cc4ccc(C)cc4)c(=O)[nH]3)nc12,22%
CCOC(=O)C1=C(C)N=C2SC=C(CC(=O)NCc3ccco3)N2C1c1ccccc1F (centres undefined),-20%
CC1(C(=O)NCc2ccncc2)CCc2cnc(NCc3ccccc3)nc21 (centres undefined),?
CS(=O)(=O)N1CCc2cc(C(=O)Nc3ccc(C(F)(F)F)cc3)ccc21,?
Cc1ccc(CN2CCSc3ccc(C(=O)Nc4ccc(C)cc4)cc32)cc1,?
COc1ccccc1Oc1coc2cc(OCc3ccc(Cl)cc3)ccc2c1=O,11%

# 5 consecutive entries from above:
SMILES,KDM5B inhibitor
CCOC(=O)C1=C(C)N=C2SC=C(CC(=O)NCc3ccco3)N2C1c1ccccc1F (centres undefined),-20%
CC1(C(=O)NCc2ccncc2)CCc2cnc(NCc3ccccc3)nc21 (centres undefined),?
CS(=O)(=O)N1CCc2cc(C(=O)Nc3ccc(C(F)(F)F)cc3)ccc21,?
Cc1ccc(CN2CCSc3ccc(C(=O)Nc4ccc(C)cc4)cc32)cc1,?
COc1ccccc1Oc1coc2cc(OCc3ccc(Cl)cc3)ccc2c1=O,11%

# An excerpt from above in order of SMILES length, rising.
SMILES,KDM5B inhibitor
CCN1CC(C(=O)NCc2nn(C)c3cccc(Cl)c23)CC1=O (centres undefined),-17%
COc1ccccc1C(=O)NCC1COc2ncncc2C(=O)N1Cc1ccccc1 (centres undefined),?
CCOC(=O)C1=C(C)N=C2SC=C(CC(=O)NCc3ccco3)N2C1c1ccccc1F (centres undefined),-20%
COc1cccc2c(C)nc(Nc3nc(C)c(Cc4ccc(C)cc4)c(=O)[nH]3)nc12,22%
O=C(c1ccc2c(c1)N(Cc1cccc(Cl)c1)C(=O)c1ccccc1S2(=O)=O)N1CCCCCC1,-18%

# Back to the main list; the 2 compounds before the break are reprinted first.
SMILES,KDM5B inhibitor
Cc1ccc(CN2CCSc3ccc(C(=O)Nc4ccc(C)cc4)cc32)cc1,?
COc1ccccc1Oc1coc2cc(OCc3ccc(Cl)cc3)ccc2c1=O,11%
COc1cccc(C(=O)c2cn(CC(=O)NCc3ccccc3Cl)c3nc(C)ccc3c2=O)c1,-8%
COc1cc2c(cc1OC)CN(CC(=O)Nc1ccc(F)cc1)C(C(=O)O)C2 (centres undefined),?
CCCN(C(=O)c1cc2c(=O)[nH]c3ccc(C)cc3c2s1)c1ccc(CC)cc1,-1%
COc1ccc(OC)c(CNC(=O)C2CCN(c3cn[nH]c(=O)c3)C2)c1 (centres undefined),6%
CCn1c(-n2nc(C)cc2C)nc2c1c(=O)n(Cc1ccccc1Cl)c(=O)n2C,19%
CSC(C)C(=O)N(C)Cc1sccc1C (centres undefined),34%[activator]
O=C1NCc2ccccc2CC12CCCCN2CCCc1ccccc1 (centres undefined),0%[115 µM]
COCC1CCN(C(=O)C2CCCN(C(=O)c3ccccc3)CCC(=O)NCC2)CC1 (centres undefined),-13%
CCOC(=O)COc1ccc([N+](=O)[O-])cc1-c1ccnc2cc(-c3ccc(C)cc3)nn12,-13%
CC(C)(C)NC(=S)NN,-20%
CC(c1cccs1)N(C)CC(O)COc1ccc(-c2ccccc2)cc1 (centres undefined),5%
Cc1ccc(S(=O)(=O)N2CCN(C(C(=O)O)c3c[nH]c4ccccc34)CC2)cc1 (centres undefined),9%
Cc1cc(C)c2oc(C(=O)NCCc3ccc(S(N)(=O)=O)cc3)cc(=O)c2c1,9%&-32%
Cc1cc(CN2CCn3c(nnc3-c3ccc(Cl)cc3)C2)no1,11%[149 µM]
Cc1ccc(-c2nc(NC(=O)CSc3ncn[nH]3)ns2)cc1,8%
COc1ccccc1CNC(=O)CN1C(=O)COc2ccc(S(=O)(=O)N3CCCCC3)cc21,-3%
COCCNC(=O)c1ccc2c(c1)N(C)C(CC(=O)Nc1ccccc1)CO2 (centres undefined),32µM*
COc1ccccc1CNC(=O)[C@@H](C)C1CC[C@@]2(C)CC[C@H](NC(=O)c3cncnc3)[C@@H](C)[C@@H]2[C@H]1O (some centres undefined),9%
N#Cc1c(-c2cccs2)cc(-c2cccs2)[nH]c1=O,?
Cc1cc(=O)[nH]c2nnc(SCc3ccccc3F)n12,-18%
Cc1cccc(NC(=O)C2CCN(c3nnc(-n4c(C)ccc4C)s3)CC2)c1C,?
O=C(COC(=O)C1=COCCO1)Nc1ccc(Br)cc1Br,30%
Cc1ccc(C)c(C(=O)NCc2nnc3c(-c4nc(C(C)C)no4)cccn23)c1,?
CCCOC(=O)c1nc2ccccc2nc1NCc1ccccc1OC,?
COc1ccc(NC(=O)c2ccc3c(c2)c(C)c(C)n3Cc2ccc(F)cc2)cc1,?
O=C(NCc1cccs1)C(=O)NCC(c1ccco1)N1CCN(c2ccccc2F)CC1 (centres undefined),3%
Cc1csc(CNC(=O)c2cc(C)c(C)s2)n1,0%
CCCCS(=O)CC(O)CCl (centres undefined),20%
COc1ccc2oc(C(=O)NCc3cc(OC)c(OC)cc3OC)c(C)c2c1,-11%
O=C(COC(=O)CSc1ccc2ccccc2c1)Nc1ccccc1C(F)(F)F,-9%
Cc1cc(C)n(-c2nc3c(c(=O)n(Cc4c(F)cccc4Cl)c(=O)n3C)n2C(C)C)n1,-5%
COc1cc(OC)c(C2C=C(c3ccc(C)cc3)Nc3c(C(=O)Nc4ccccc4)cnn32)cc1OC (centres undefined),?
O=C1CCCc2[nH]c(=O)c(-c3nc(-c4cccc([N+](=O)[O-])c4)cs3)cc21,-28%
CCc1nc(-c2c3n(c(=O)n(CC(=O)Nc4cc(F)ccc4F)c2=O)CCCCC3)no1,32%
